12-LOX inh: inhibitors of human 12S-lipoxygenase ALOX12; P18054; 1.1% of 580,000 active; purified 12hLO, xylenol orange hydroperoxide absorbance; AID 1671190; Potency, µM (titrated, usually from 108 µM), without a hit: at the top dose activity change, negative = inhibition, hits mostly inhibitors; further: potency means the concentration at half of the fitted maximal effect; on the % scale 0 is the no-effect control and ±100 the full control effect
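Purified human 12hLO at 150 nM in 25 mM Hepes, 0.01% Triton X-100, pH 7.0, preincubated 15 min at room temperature with compound. Reaction started with 40 uM arachidonic acid, 30 min at room temperature. Hydroperoxide measured by Fe-xylenol orange, 573/405 nm absorbance ratio.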
D2 antag: D2 dopamine receptor (human) antagonism; P14416; HEK293 TREx D2 cells, calcium flux, dopamine EC80; inhibition, % at 10 µM; 2% of 340,000 active; in the data active means inhibition above about 30%; further: 0% is about no effect
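Calcium flux kinetic readout in an inducible HEK293 TREx D2 line plated overnight at 30 C. After 180 s compound exposure, an EC80 dopamine challenge follows with another 180 s kinetic read to detect antagonism.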
ERG-DNA inh: inhibitors of human ERG Ets domain-DNA interaction; fluorescence polarization, His-ERG Ets domain / labelled DNA; Potency, µM (top dose mostly 76.9 µM), for the others: top-dose FP activity, negative = inhibition, actives largely listed as inhibitors; 0.028% of 370,000 active; P11308; active means well fitted inhibition curve with a large enough effect in the polarisation, with a control signal flat; inconclusive means small, poorly fitted or top-dose-only effect, or effect the other way, or a change in a side signal; inactive means no such curve, though single readings can be large or run the other way; the % refers to the polarisation;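 further: polarization taken with two DNA probes labelled with fluorescein and Texas red; potency means the concentration at half of the fitted maximal effect; % of control where 0% means no effect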
Target sequence (P11308 whole entry, looked up, the tested form may be a part): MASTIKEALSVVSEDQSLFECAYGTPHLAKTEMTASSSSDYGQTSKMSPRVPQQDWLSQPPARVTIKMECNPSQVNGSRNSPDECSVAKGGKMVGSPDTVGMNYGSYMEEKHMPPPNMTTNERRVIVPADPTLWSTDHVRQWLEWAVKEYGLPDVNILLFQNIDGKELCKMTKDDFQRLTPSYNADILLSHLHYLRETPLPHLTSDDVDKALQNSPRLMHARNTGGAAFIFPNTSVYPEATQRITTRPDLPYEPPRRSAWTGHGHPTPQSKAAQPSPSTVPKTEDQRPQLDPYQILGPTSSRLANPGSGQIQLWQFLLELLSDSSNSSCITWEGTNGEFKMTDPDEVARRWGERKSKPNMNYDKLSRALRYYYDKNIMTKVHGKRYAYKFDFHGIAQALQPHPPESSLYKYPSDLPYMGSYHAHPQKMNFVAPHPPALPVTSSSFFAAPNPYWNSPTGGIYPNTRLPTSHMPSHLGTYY
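His-tagged ERG Ets domain (1 uM in the protein solution; 300mM KCl, 50mM Tris-HCl, 1mM EDTA, 1mM DTT, pH 7.5) received compound, then a probe mix of 5 nM fluorescein-DNA and 100nM Texas-615-DNA. Fluorescence polarization was read for both dyes.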
GRP78 ERSR act: inducers of ER stress response in human glioma cells | U87-MG GRP78 promoter luciferase reporter, 16 h | Potency, µM, inactives show top-dose activation, most hits filed as activators | 0.02% of 420,000 active; further: potency means the concentration at half of the fitted maximal effect; series mostly up to about 76 µM; % of control where 0% means no effect; nearly all actives have a fitted effect of over 35% in size
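ERSR induction read as luciferase luminescence (Bright-Glo, 10 min at room temperature) in stably transfected human U87-MG glioma cells exposed to compounds for 16 h, using GRP78 as sensor.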
RGS4 inh: inhibitors of human regulator of G protein signaling 4; 0.039% of 390,000 active; Potency, µM (top dose mostly 114 µM), inactives show at the top dose activity change, negative = inhibition, usual class: inhibitors; Transcreener GDP fluorescence polarization, RGS4-accelerated GTP hydrolysis; further: potency means the concentration at half of the fitted maximal effect; on the % scale 0 is the no-effect control and ±100 the full control effect; nearly all actives have a fitted effect of over 75% in size; some results filed as inactive show a strong effect at the top dose
Target sequence (P49798 whole entry, looked up): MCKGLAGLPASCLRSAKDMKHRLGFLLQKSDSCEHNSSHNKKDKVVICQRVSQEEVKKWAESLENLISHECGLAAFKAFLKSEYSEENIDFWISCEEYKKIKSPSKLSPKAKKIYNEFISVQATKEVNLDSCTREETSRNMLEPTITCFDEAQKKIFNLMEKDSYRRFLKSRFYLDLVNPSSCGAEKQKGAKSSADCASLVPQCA
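MLSMR compounds (23 nl, pin-transferred) preincubated 10 min at room temperature with a 500nM (2x) first reagent, then RGS4 at 900nM (2x) plus Transcreener GDP mix added; fluorescence polarization (620/688 nm) read before and after 90 min at 30 °C.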
Vif-APOBEC3F blk: Vif-A3F binding inhibition; HeLa A3F-eYFP + Vif (tagged APOBEC3F with the HIV-1 protein that degrades it), YFP fluorescence increase; Potency, µM (top dose mostly 46.1 µM), for inactives: at the highest dose activity, negative = active; 0.2% of 390,000 active; further: potency means the concentration at half of the fitted maximal effect; % of control where 0% means no effect; nearly all actives have a fitted effect of over 65% in size
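HeLa cells stably expressing A3F-eYFP plus Vif, plated and incubated overnight at 37 deg C, then exposed to compounds overnight at 37 deg C. Blocked degradation read as raised yellow fluorescence (Ex 488/Em 500-530).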
LDHA inh: blocks human lactate dehydrogenase A | purified LDHA, NADH/diaphorase-resazurin fluorescence; hits give low values | activity change, % (values are at about 110 or 230 µM) | P00338 | 0.15% of 480,000 active | AID 1347041; in the data active means activity change below about -30%; inconclusive means mostly about -25% to -30%;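 further: plate controls were DMSO wells for no effect and wells without enzyme for full effect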
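LDH5 2 nM; NADH 0.06 mM, pyruvate 0.2 mM; 200 mM Tris pH 7.4, EDTA, Tween-20; 5 min RT. Detection: diaphorase 0.133 mg/mL + resazurin 37 µM, fluorescence ex540/em590 at 0 and 20 min; normalized to enzyme-free and DMSO wells.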
Vif-A3G inh: Vif-A3G binding inhibition; Q9HC16; HeLa A3G-eYFP + Vif (tagged APOBEC3G with the HIV-1 protein that degrades it), YFP fluorescence, overnight; Potency, µM (doses to about 46.1 µM), for the others: at the top dose activity, negative = active, most hits filed as inhibitors; 0.076% of 410,000 active; AID 602310;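 further: potency means the concentration at half of the fitted maximal effect; on the % scale 0 is the no-effect control and ±100 the full control effect; nearly all actives have a fitted effect of over 60% in size; hits raise eYFP signal because A3G escapes Vif-driven loss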
Target sequence (Q9HC16 whole entry, looked up): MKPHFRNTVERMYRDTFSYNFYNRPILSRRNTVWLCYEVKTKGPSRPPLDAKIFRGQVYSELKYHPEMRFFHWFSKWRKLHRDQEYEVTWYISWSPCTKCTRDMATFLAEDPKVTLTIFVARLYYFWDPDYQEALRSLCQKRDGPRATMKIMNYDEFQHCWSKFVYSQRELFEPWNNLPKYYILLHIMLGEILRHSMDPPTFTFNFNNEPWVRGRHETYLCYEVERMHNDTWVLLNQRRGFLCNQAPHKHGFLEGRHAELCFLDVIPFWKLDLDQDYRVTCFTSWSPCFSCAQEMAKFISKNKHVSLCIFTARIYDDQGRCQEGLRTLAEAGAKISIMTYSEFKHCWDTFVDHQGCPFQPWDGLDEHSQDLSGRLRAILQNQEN
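Read-out is eYFP fluorescence (Ex 488/Em 500-530) from Vif-expressing HeLa A3G-eYFP cells; more signal means A3G escaped Vif-mediated degradation. Cells plated overnight, compound pinned in, incubated overnight at 37 deg C.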
D2 agonist: agonists of human D2 dopamine receptor | P14416 | HEK293 T-REx D2 cells, calcium flux agonist mode | activation, % at 2 µM | 0.53% of 340,000 active | AID 485358;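 active means activation over 3 SD above normal in the single-dose calcium agonist read, cut at about 30% in these data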; further: 0% is about no effect
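Agonism is scored from calcium flux in a force-coupled, inducible HEK293 cell line expressing D2, read kinetically for 180 s after compound addition against dopamine controls.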
The depositor's hits bear a star; ? = inconclusive; nt = no result given; [ ] = dose if it differs, or a comment. Unless noted, the call rests on the fitted dose curve; in most records, active means well fitted curve in the direction sought with a large enough effect; inconclusive means small, poorly fitted or top-dose-only effect, or another doubt; inactive means no such curve, though single readings can be large; an effect the other way counts as inactive or inconclusive. This is a subset; rates above refer to the full screens.

SMILES | 12-LOX inh | D2 antag | ERG-DNA inh | GRP78 ERSR act | RGS4 inh | Vif-APOBEC3F blk | LDHA inh | Vif-A3G inh | D2 agonist
COc1ccc2nc(NS(=O)(=O)c3ccc(C)cc3)c(Nc3cc(Cl)ccc3OC)nc2c1 | ? | nt | 6.5% | -0.3% | 3.5% | -896.1% | 7.4 | -27.9% | 5.8
COCCCN(C(=O)C1CCC1)c1c(N)n(Cc2ccccc2)c(=O)[nH]c1=O | -15.9% | 15.7 | -18.4% | -2.9% | 8.9% | -7.4% | -10.2 | -2.4% | -0.2
CC(=O)Nc1ccccc1-c1nc2ccccc2n(C(C)C(=O)Nc2cccc(C)c2C)c1=O (configuration not stated) | 1.9% | nt | -5.1% | -3.2% | 17.7% | -5.1% | -3.3 | -5.2% | -1.6
CCCNC(=O)c1c(O)c2cccc3c2n(c1=O)CCC3 | ? | 2.6 | 1.6% | -1.5% | 23.9% | -17.9% | -4.8 | -1.1% | 0.4
CSc1ccc(Cl)c(C(=O)Nc2ccc(N3CCOCC3)cc2)c1 | -20.8% | -6.2 | 3.1% | 0.5% | 11.8% | -3.1% | -4.5 | -19.6% | -0.1
Cc1ccc(-c2nnc(Nc3cccc(Cl)c3)c3ccccc23)cc1S(=O)(=O)N1CCOCC1 | ? | nt | 2.4% | -3.2% | -8.1% | 1.8% | -1.4 | 0.5% | 0.3
Cc1cc(-c2ccccc2)nc2cc(C(=O)Nc3ccc(Cl)c(Cl)c3)nn12 | ? | nt | -0.5% | -2.4% | -20.1% | ? | -4.8 | 2.5% | 0.6
COc1ccc(-c2[nH]c(-c3cc(OC)c4c(c3)OCO4)nc2-c2ccccc2)cc1 | 0.2% | nt | -1.5% | -1.4% | -15.1% | 6.5% | 0.0 | -0.4% | nt
COc1ccc(/C=C/C(=O)O)cc1S(=O)(=O)NCC1CCCO1 (configuration not stated) | 0.0% | -13.6 | -2.3% | -3.8% | 13.6% | 6.3% | -3.4 | -11.3% | 1.2
CCOc1ccc(-c2cc3nc(C4CCN(C(=O)OC(C)(C)C)CC4)c(C(=O)Nc4ccc(C)cc4Cl)cn3n2)cc1 | -14.2% | nt | -1.7% | -3.2% | 4.3% | -1.7% | 4.2 | -2.6% | 0.1
CCc1ccc(-n2c(=O)c3ccccc3n(CC(=O)NCCc3ccc(OC)c(OC)c3)c2=O)cc1 | -14.4% | nt | 4.6% | -1.7% | 17.8% | -6.7% | -14.4 | -0.2% | -0.2
O=C(Cn1cnc2cc([N+](=O)[O-])ccc2c1=O)Nc1ccc2c(c1)CCC2 | 137.8%[activator] | -12.0 | 5.5% | -2.9% | -43.9% | 7.4% | -8.8 | 1.9% | 0.6
O=C(O)Cn1ncc2c1-c1ccoc1CC2 | -13.7% | -6.8 | 3.6% | -3.1% | -12.7% | 4.5% | 10.6 | 1.4% | 1.2
CC1CCN(C(c2ccc(N(C)C)cc2)c2nnnn2Cc2ccc(F)cc2)CC1 (configuration not stated) | -12.6% | 3.4 | -8.7% | -5.0% | -7.2% | 1.4% | 3.5 | -3.4% | -0.9
CCNCCNC(=O)c1c(O)c2cccc3c2n(c1=O)CCC3 | -15.3% | 4.6 | 1.3% | -8.6% | -19.4% | -9.6% | 8.6 | 1.8% | 0.1
COc1cccc(NC(=O)Cc2ccc(C)cc2)c1 | 11.1%[57.4 µM] | -2.9 | 3.3% | -1.6% | -14.2% | 1.0% | -9.1 | 2.2% | -0.3
Cc1ccc(C(=O)CSc2nnc3c4ccccc4nc(C(C)(C)C)n23)cc1 | -1.6% | 8.9 | 3.7% | -1.9% | -1.4% | -7.4% | -1.8 | -13.0% | 0.6
O=C(CSc1ncc2c(n1)-c1ccccc1N(Cc1ccc(Cl)cc1)S2(=O)=O)c1ccccc1 | -2.3% | nt | -2.3% | -4.2% | -31.9% | -2.8% | 2.4 | 1.2% | 0.2
COc1ccc(C)cc1NC(=O)N(Cc1ccc(C)o1)C1CCN(C(C)=O)CC1 | -7.3% | nt | -2.2% | -3.2% | -7.0% | 3.4% | 5.7 | -1.8% | 2.6
NS(=O)(=O)c1ccc(CCNC(=O)COC(=O)/C=C/c2ccccc2Cl)cc1 | -26.3% | -32.1 | 6.0% | 0.7% | -13.9% | 0.0% | -5.3 | 0.5% | 0.9
CN(CCc1ccccc1)C(=O)c1ccc(NC(=O)Cc2ccc([N+](=O)[O-])cc2)cc1 | -20.2% | nt | 12.5% | -3.3% | -23.6% | -3.6% | -5.2 | -0.9% | nt
CC(=O)C1=C(C)N(Cc2ccccc2)C(=O)N[C@H]1c1cccs1 | -4.6% | 3.8 | 0.1% | -1.5% | -5.1% | -13.3% | 1.1 | 1.5% | 0.8
CC(C)CCNC(=O)C(=O)Nc1cc2c3c(c1)CC(=O)N3CCC2 | 7.8% | -3.6 | 1.5% | 4.6% | -22.4% | -9.2% | 2.8 | -16.0% | 0.7
O=C(O)CCC(NC(=O)c1ccc(Cl)cc1)C(=O)O (configuration not stated) | ? | -1.7 | 3.3% | -0.4% | -11.5% | 2.7% | -4.3 | -7.5% | -0.1
Cn1nc([N+](=O)[O-])nc1N1CCOCC1 | -0.1% | -7.5 | -8.3% | -4.2% | 20.1% | 0.9% | 5.0 | -9.8% | 0.6
Cc1ccc(C(=O)NC2CCS(=O)(=O)C2)cc1S(=O)(=O)N1CCCCC1 (configuration not stated) | 8.6% | -5.8 | -10.0% | -3.7% | -16.2% | -2.4% | -1.8 | 2.7% | 0.3
CCOC(=O)CNC(=O)c1c2c(nc3ccccc13)CCCC2 | -12.8% | 2.0 | nt | 0.0% | 12.4% | -13.4% | 2.1 | -1.8% | 0.0
Cc1cccc(NC(=O)c2onc3c2CCCC3)c1C | 350.9%[activator] | -23.9 | -3.2% | -2.0% | 4.1% | nt | -5.2 | 0.3% | 0.7
CC1CCCCC1NC(=O)COC(=O)c1cccn1C (configuration not stated) | 0.0% | -23.2 | 0.5% | -0.6% | -4.8% | 2.4% | -9.9 | 1.7% | -0.2
Cc1ccc(C)c(S(=O)(=O)Nc2cc3c4c(c2)CC(=O)N4CCC3)c1 | -5.0% | 7.0 | 0.2% | -5.4% | 23.6% | -24.2% | -4.1 | -9.9% | 0.1
COc1ccc(S(=O)(=O)N2CCOC23CCN(S(=O)(=O)c2cc(C)ccc2C)CC3)cc1 | -12.5% | 2.1 | -4.0% | -2.1% | -26.2% | -7.4% | -5.3 | 4.8% | -0.4
N#Cc1ccccc1Sc1ccccc1C(=O)N1CCOCC1 | 4.0% | 14.5 | -1.0% | -5.5% | -7.5% | -10.4% | 0.1 | 1.6% | 0.5
COc1ccc(NC(=O)CSC2=Nc3ccccc3C3=NC(CCC(=O)NC4CCCCC4)C(=O)N23)cc1Cl (configuration not stated) | -14.5% | nt | -5.0% | 0.3% | -3.9% | 9.8% | -0.7 | -6.9% | -0.1
COc1ccc(-c2c3c([nH]c(=S)c2C#N)CCC3)cc1 | -22.4% | 21.8 | -2.9% | 1.8% | ? | -5.3% | 5.2 | 3.7% | 1.9
COc1ccccc1NC(=O)CSc1nnc2c(n1)[nH]c1ccccc12 | -1.5% | nt | -0.5% | 1.3% | -13.9% | -6.2% | -1.1 | 6.6% | nt
O=C(Cn1ccc2cc(S(=O)(=O)N3CCCCC3)ccc21)NCc1ccccc1F | 0.6% | 12.4 | 3.6% | 7.2% | 20.8%[11.4 µM] | -1.9% | -1.6 | 3.0% | -0.3
Cc1ccc(C(=O)NC2CC3CCCC(C2)N3C(=S)NCc2ccco2)cc1 (configuration not stated) | -3.3% | -19.1 | 10.9% | 0.7% | -50.1% | 7.2% | -1.6 | -3.4% | 0.2
CCOc1ccc(NC(=O)CC(C)S(=O)(=O)c2ccc3c(c2)NC(=O)CO3)cc1 (configuration not stated) | 9.8% | 5.9 | -4.6% | -0.7% | 19.4% | -9.4% | 0.6 | 0.4% | -0.2
CCN(CC(=O)Nc1ccc2c(c1)OCCO2)C(=O)/C=C/c1cc(Br)ccc1OC | ? | nt | nt | 1.0% | nt | 1.6% | 0.9 | -1.6% | nt
COc1ccc(CCC(C)N2CCOCC2)cc1 (configuration not stated) | 10.8% | 10.3 | -4.0% | 1.2% | -2.9% | 2.1% | -1.6 | 0.3% | 1.4

For convenience, three of the compounds above.
SMILES | 12-LOX inh | D2 antag | ERG-DNA inh | GRP78 ERSR act | RGS4 inh | Vif-APOBEC3F blk | LDHA inh | Vif-A3G inh | D2 agonist
CCOc1ccc(NC(=O)CC(C)S(=O)(=O)c2ccc3c(c2)NC(=O)CO3)cc1 (configuration not stated) | 9.8% | 5.9 | -4.6% | -0.7% | 19.4% | -9.4% | 0.6 | 0.4% | -0.2
CCN(CC(=O)Nc1ccc2c(c1)OCCO2)C(=O)/C=C/c1cc(Br)ccc1OC | ? | nt | nt | 1.0% | nt | 1.6% | 0.9 | -1.6% | nt
COc1ccc(CCC(C)N2CCOCC2)cc1 (configuration not stated) | 10.8% | 10.3 | -4.0% | 1.2% | -2.9% | 2.1% | -1.6 | 0.3% | 1.4

Source: PubChem BioAssay (National Center for Advancing Translational Sciences (NCATS))
